# hcDAF12 agonist: H. contortus DAF-12 nuclear receptor activators, primary screen, cell-based, luminescence, HEK293, lit1-tk-luc reporter; HEK293 hcDAF-12 lit1-tk-luc reporter; 0% DMSO, 100% Δ7-dafachronic acid; activation, % at 6.8 µM; 1.4% of 370,000 active; AID 652067, 2013;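 active means activation above the mean of all tested compounds plus 3 SD, cut at about 5.5% in these data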;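 further: 100% = response to 3 µM Δ7-dafachronic acid high control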
# PLCb3 inh: human PLC-beta3 inhibitors, primary screen, biochemical, fluorescence; 1-phosphatidylinositol 4,5-bisphosphate phosphodiesterase beta-3 (Homo sapiens), Q01970; inhibition, % at 12.2 µM; 0.18% of 370,000 active; Purified PLC-beta3, fluorogenic substrate; AID 720704, 2013; in the data active means inhibition above about 11%;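 further: 0% = median of compound wells on plate and 100% = full blocker control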
# ssDAF12 agonist: S. stercoralis DAF-12 nuclear receptor activators, primary screen, cell-based, luminescence, HEK293, GRIP1 co-expression, lit1-tk-luc; HEK293 ssDAF-12/GRIP1 lit1-tk-luc reporter; % of 3 µM dafachronic acid response; activation, % at 6.8 µM; 1% of 370,000 active; Nuclear hormone receptor DAF-12 (Strongyloides stercoralis);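 active means activation above the mean over all tested compounds plus 3 SD, cut at about 0.9% in these data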;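 further: 0% = DMSO-only wells and 100% = 3 µM delta7-dafachronic acid wells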
# GAA850 FXN act: FXN promoter activators, primary screen, cell-based, luciferase luminescence, HEK293 lucGAA850. activation, % at 6 µM. HEK293 lucGAA850 FXN promoter luciferase reporter, 24 h; percent of 10 µM SAHA response. 0.56% of 360,000 active;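 active means activation above the average of all compounds screened plus 3 SD, cutoff fixed separately per campaign, cut at about 7.5% in these data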;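 further: 0% = DMSO wells and 100% = 10 µM SAHA wells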
# DAX1 inh-1: DAX1 (NR0B1) inhibitors, primary screen, cell-based, HEK293, Gal4-DAX1, luciferase luminescence; Nuclear receptor subfamily 0 group B member 1 (Homo sapiens), P51843; HEK293 Gal4-DAX1 luciferase reporter; inhibition, % at 6.75 µM; 0.99% of 340,000 active; AID 504766, 2011;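 active means inhibition above the mean over all tested compounds plus 3 SD, cut at about 4.2% in these data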;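 further: 0% = DAX1-transfected cells with DMSO and 100% = empty-vector control cells with DMSO; inhibition shows as a rise in luminescence from relieved DAX1 repression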
# Target sequence (P51843 207-470 limits assumed): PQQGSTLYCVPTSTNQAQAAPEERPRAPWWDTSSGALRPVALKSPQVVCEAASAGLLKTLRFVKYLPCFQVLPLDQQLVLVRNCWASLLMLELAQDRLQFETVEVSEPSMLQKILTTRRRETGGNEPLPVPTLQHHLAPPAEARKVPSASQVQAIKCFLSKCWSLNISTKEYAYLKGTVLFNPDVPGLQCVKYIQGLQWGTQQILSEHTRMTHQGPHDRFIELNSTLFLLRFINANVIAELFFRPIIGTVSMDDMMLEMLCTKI
# PG9 Ab binder: binders of HIV-1 gp120 antibody PG9, primary screen, biochemical, TR-FRET. AID 624416, 2012. 0.43% of 360,000 active. TR-FRET gp120-PG9 antibody binding. HIV-1 gp120 / PG9 antibody interaction. inhibition, % at 6.7 µM; in the data active means inhibition above about 8.5%
# DAX1 inh-2: DAX1 (NR0B1) inhibitors on StAR promoter, primary screen, cell-based, luminescence, SF-1 (NR5A1), full-length DAX-1; HEK293T StAR-luciferase reporter, SF-1/DAX-1 repression relief; inhibition, % at 6.8 µM; 1.1% of 370,000 active; AID 652010, 2013;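 active means inhibition above the mean over all tested compounds plus 3 SD, cut at about 3.6% in these data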;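 further: 0% = DAX-1 cells with DMSO and 100% = cells lacking DAX-1 with DMSO; higher inhibition means more luminescence from relief of DAX-1 repression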
# SMARCA2 act: SMARCA2 (BRM) function activators, primary screen, cell-based, luminescence, high throughput; MG213 cells, MMTV-luciferase reporter, dexamethasone, overnight; activation, % at 9.1 µM; 1% of 370,000 active; in the data active means activation above about 7.8%;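 further: 0% = vehicle wells and 100% = reference activator wells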
# hgDAF-12 ag: H. glycines DAF-12 receptor agonists, primary screen, cell-based, luminescence, HEK293, GAL4 fusion, UAS-luciferase. 1.8% of 370,000 active. HEK293 GAL4-hgDAF12 UAS-luciferase reporter, agonist luminescence; normalized to butyrate control. AID 687014, 2013. activation, % at 6.8 µM;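 active means activation above a cutoff set at the mean of all screened compounds plus 3 SD, cut at about 10% in these data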;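 further: 0% = DMSO wells and 100% = sodium butyrate wells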
# HGIII-sPLA2 inh: human group III sPLA2 inhibitors, primary screen, biochemical, QFRET, BODIPY PC-A2 liposome substrate; 0.56% of 370,000 active; Group 3 secretory phospholipase A2 (Homo sapiens), Q9NZ20; AID 743126, 2013; inhibition, % at 12.2 µM; QFRET BODIPY PC-A2 liposome hydrolysis, fluorescence;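 active means inhibition above mean plus 3 SD of compounds lying within the high and low control bounds, cut at about 19% in these data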;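 further: 0% = median of test compound wells and 100% = no enzyme DMSO wells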
# Target sequence (Q9NZ20 whole entry, looked up): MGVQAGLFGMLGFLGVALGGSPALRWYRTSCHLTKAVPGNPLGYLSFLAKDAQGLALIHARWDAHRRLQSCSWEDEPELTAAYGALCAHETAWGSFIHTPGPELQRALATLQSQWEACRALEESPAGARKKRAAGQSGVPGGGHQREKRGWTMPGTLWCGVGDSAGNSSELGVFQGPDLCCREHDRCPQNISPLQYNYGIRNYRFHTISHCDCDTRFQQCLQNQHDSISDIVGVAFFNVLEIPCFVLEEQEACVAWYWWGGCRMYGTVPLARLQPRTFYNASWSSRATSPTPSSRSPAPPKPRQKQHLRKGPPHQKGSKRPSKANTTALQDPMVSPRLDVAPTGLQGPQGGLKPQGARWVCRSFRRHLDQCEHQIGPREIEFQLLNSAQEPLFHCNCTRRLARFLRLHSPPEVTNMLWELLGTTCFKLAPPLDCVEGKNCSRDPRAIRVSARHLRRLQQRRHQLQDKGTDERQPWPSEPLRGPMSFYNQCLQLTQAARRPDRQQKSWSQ
# NR1D1 modulator: modulators of Rev-erb alpha DNA binding, primary screen, biochemical, FITC-DNA, fluorescence polarization, uHTS; Nuclear receptor subfamily 1 group D member 1 (Homo sapiens), P20393; Rev-erbα–FITC-DNA binding, 90 min; activity, % at 10 µM; 0.79% of 370,000 active;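 active means activity above about 14%, limit read from the data; passing the limit was not always enough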;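 further: 0% = DMSO wells with 35 nM protein and 100% = DMSO wells with 750 nM protein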
# Numbers without * were called inactive; i = inactive; x = no result given.
SMILES,hcDAF12 agonist,PLCb3 inh,ssDAF12 agonist,GAA850 FXN act,DAX1 inh-1,PG9 Ab binder,DAX1 inh-2,SMARCA2 act,hgDAF-12 ag,HGIII-sPLA2 inh,NR1D1 modulator
COc1ccc(NCc2nnc(SCC(=O)N3CCCc4ccccc43)n2C)cc1,0.1,-3,-0.7,3.6,0.3,-0.1,0.1,0,-0.3,2,0
Cc1ccc(N(C(=O)c2ccccn2)C(C(=O)NC2CCCCC2)c2ccncc2)cc1 (stereo unspecified),1.2,-9,0.3,2.8,1.1,0.7,0.7,0,7.7,-1,-3
O=C(O)[C@@H]1CCCN1S(=O)(=O)c1cccc2cccnc12,-0.5,1,-0.8,1.2,1.1,-2.0,0.2,2,0.6,0,5
CC1CCCC(NC(=O)CCCCCn2c(=S)[nH]c3ccsc3c2=O)C1C (stereo unspecified),-0.2,1,-0.3,-0.6,-0.6,0.3,-0.5,1,-0.8,11,11
COC(=O)[C@@H]1C[C@H]2CC[C@H](O)C[C@H]2N1Cc1ccccc1OS(=O)(=O)c1ccc(C)cc1,-2.7,-14,-1.3,-0.7,0.7,0.6,-0.4,-1,1.4,-1,-4
NC(=O)COC(=O)c1c2c(nc3ccccc13)CCCC2,-0.5,-10,-1.9,-0.6,-1.3,-1.0,-0.6,1,2.6,3,-4
COC(=O)Cc1ccc(OC2(C)CCN(Cc3ccccc3OC(F)F)C2)cc1 (stereo unspecified),-1.7,3,-1.8,3.4,x,1.5,1.4,-1,-0.6,11,2
CCN(CC)CCNC(=O)CN1C(=O)COc2ccc(S(=O)(=O)N3CCOCC3)cc21,-1.6,-10,-0.9,0.4,0.3,1.3,0.1,-5,1.0,11,-4
COc1ccc(C(=O)NC(=S)Nc2nc(C)c(C(=O)N(C)C)s2)cc1,0.0,4,-1.4,2.5,0.1,-3.2,0.9,-2,1.3,22*,0
Cc1cccc(N2CC(C(=O)NC3CCCCCC3)CC2=O)c1C (stereo unspecified),0.8,-12,-0.6,-1.3,0.0,1.2,-1.5,-2,-1.0,14,1
CCOC(=O)c1[nH]c2ccc(Cl)cc2c1NC(=O)c1nonc1C,0.6,-7,-1.0,2.1,-1.3,-2.1,-0.5,-3,0.9,-2,-19
Cc1ccc(N2C(=O)C3CCCN3C2=S)cc1Cl (stereo unspecified),-0.6,-5,-0.8,-0.3,1.4,1.8,-0.2,-3,-2.2,-59,-1
CSc1ccc(/C=C/C(=O)OCC(=O)N2CCc3ccccc32)cc1,-0.6,-17,-1.1,4.1,1.1,-2.1,0.4,-3,-3.0,-9,-9
Nc1c(C(=O)NCc2ccccc2)c2nc3ccccc3nc2n1-c1ccc2c(c1)OCO2,-1.6,-26,-1.6,-4.2,0.3,-2.4,-0.5,-3,-1.2,-1,-10
Cc1ccc2[nH]c3c(c2c1)CN(C(=O)CN1CCCCC1)CC3,-0.3,-45,-1.1,x,x,0.6,0.2,0,-1.0,-34,4
COc1ccccc1Cc1c(C(C)(C)C)nc2ccc(C)cn12,6.6*,-23,0.8,x,x,-0.1,0.4,4,7.1,-2,-3
COc1ccc(CCNC(=O)[C@H](C)N2C(=O)N3CCc4c([nH]c5ccccc45)[C@@]3(C)C2=O)cc1,-1.6,8,-1.3,4.8,-2.4,-2.4,0.1,1,0.5,-7,-7
Cc1ccc([N+](=O)[O-])cc1NC(=O)/C=C/C(=O)O,1.0,-8,-0.8,-0.7,1.8,1.8,0.7,-3,-2.0,10,5
COc1cccc(-c2nnc(N(C)C(=O)C3CCOC3)s2)c1 (stereo unspecified),-0.8,-1,-1.0,2.9,0.3,0.6,0.6,-1,4.7,5,-1
Cc1ccc(C(=O)NNC(=O)Cc2csc(-c3csc(C)n3)n2)cc1,-0.6,-8,-1.2,-1.0,-0.6,0.1,0.0,-2,0.2,-4,-5
Cc1ccc(C2=CC(c3ccccc3)n3ncnc3N2)cc1 (stereo unspecified),-2.6,i,-1.1,0.5,0.7,0.1,-0.4,1,-1.0,-6,-1
Cc1ccccc1NC(=O)c1ccc([N+](=O)[O-])o1,-2.0,4,-0.9,2.9,1.1,-1.6,-2.4,11*,-4.6,2,-2
S=c1[nH]nc(-c2ccc3ccccc3n2)n1-c1ccccc1,3.5,-68,-0.6,1.7,0.5,4.1,-0.1,-2,-4.1,19,5
COc1ccc(C2C(C#N)=C(N)Oc3n[nH]c(C)c32)cc1CN1CCN(c2ccc(F)cc2)CC1 (stereo unspecified),1.4,1,-0.8,-0.8,0.4,-2.2,-0.1,-4,-3.2,-16,0
O=C1NC(=S)N/C1=C\c1ccc(Oc2ccc(C(F)(F)F)cc2[N+](=O)[O-])c(Cl)c1,0.5,-8,-1.2,-0.6,0.1,0.4,0.6,0,0.3,0,3
# (more compounds)
SMILES,hcDAF12 agonist,PLCb3 inh,ssDAF12 agonist,GAA850 FXN act,DAX1 inh-1,PG9 Ab binder,DAX1 inh-2,SMARCA2 act,hgDAF-12 ag,HGIII-sPLA2 inh,NR1D1 modulator
COc1ccc(COCC(O)CN2CCOCC2)cc1OC (stereo unspecified),-2.0,3,-1.0,-2.1,-1.1,1.6,-0.6,0,-2.1,3,-1
Cc1ccc(-c2nnn(CC(=O)Nc3ccc(S(=O)(=O)N4CCC(C)CC4)cc3)n2)cc1,0.8,7,-1.4,0.2,1.7,-0.5,-0.5,0,0.6,-16,2
CCOC(=O)c1c(NC(=O)C(=O)N/N=C/c2ccc(OCC)cc2)sc2c1CCCCC2,-1.8,-4,-1.4,1.2,-0.6,-0.5,-0.3,-1,-3.4,6,3
O=C(CSCCO)Nc1cccc(C(F)(F)F)c1,-2.0,1,-1.1,0.4,0.1,3.0,-0.6,-4,-2.2,3,0
O=C(C=C1CCN(c2ncc(C(F)(F)F)cc2Cl)CC1)NNC(=O)Nc1ccccc1,-1.0,-3,-1.3,-0.1,0.7,-1.8,-0.4,2,-0.1,1,0
Cc1cccc(C)c1OCc1cc(C(=O)NCC2CC2)no1,-1.0,-1,-1.0,2.3,-0.5,-1.6,1.2,4,1.2,-1,-1
CCOc1ccccc1NC(=O)CN1CCC(C(=O)c2ccc(F)cc2)CC1,-2.2,-2,-1.2,3.8,0.0,-0.7,-0.3,0,-2.0,0,11
Cn1nnnc1SCC(=O)Nc1ccc(N2CCOCC2)cc1,-0.1,-2,-1.3,-2.0,1.0,-0.6,-1.3,-1,0.9,8,-1
CCCCCCn1c(N2CCN(c3ccccc3)CC2)nc2c1c(=O)n(C)c(=O)n2C,-1.7,7,-2.0,-0.9,0.9,-2.1,-0.8,-1,-7.3,6,-3
Cc1cccc(NC(=O)N2C3CCCC2CC(NC(=O)C2CC2)C3)c1 (stereo unspecified),-2.5,-5,-0.7,-0.6,0.2,-0.2,0.1,-3,-3.3,6,-3
O=C(N[C@H](C(=O)N1CCC[C@H]1C(=O)NCCc1ccccc1Cl)c1ccccc1)c1ccco1,-1.2,1,-0.5,x,x,-2.0,-0.2,-4,-0.9,3,-5
O=C(NCCOc1ccccc1F)c1ccc2c(=O)n3c(nc2c1)CCC3,5.2,-34,-0.4,1.2,1.3,-1.5,8.5*,3,16*,6,-3
CCn1nc(C)c(NC(=O)c2cnn3c(C(F)F)cc(-c4ccccc4)nc23)c1C,-4.5,0,-2.1,6.7,-2.3,-0.9,-0.7,4,-3.9,-1,3
CC(=O)N1CCc2cc(S(=O)(=O)Nc3cccc(C(F)(F)F)c3)ccc21,-3.0,-1,-1.9,-2.2,-2.0,-2.0,-2.5,-3,-7.4,-14,0
Cc1ccc(S(=O)(=O)N2CCCC2CO)cc1 (stereo unspecified),-0.3,0,-1.0,4.3,1.0,1.3,0.1,-1,-0.6,13,0
O=C(NN1C(=O)C2C3C=CC(O3)C2C1=O)c1cccc(Br)c1 (stereo unspecified),-1.0,4,-0.9,0.8,0.8,-2.9,-0.2,0,-3.1,4,-4
Cc1ccc(SCCNC(=S)Nc2ccc(C)c(C)c2)cc1,-2.0,-2,-1.2,-0.6,-0.5,-1.3,0.0,-3,0.0,-11,5
CCCCN1C(=O)C2NN=C(C(=O)OC)C2C1=O (stereo unspecified),0.2,6,-0.9,1.8,-1.2,-1.9,-1.2,-2,0.4,3,0
O=C(CN1c2cccc3cccc(c23)S1(=O)=O)NCc1ccc(F)cc1,-0.9,i,-1.1,2.1,-1.6,0.9,-1.2,-4,2.0,-5,-4
O=C(Cn1ncc2c(=O)oc3ccccc3c21)N1CCC(N2CCCCC2)CC1,-0.9,-8,-1.0,-0.9,1.1,-1.4,0.2,-3,-2.0,8,4
COc1ccc(N2CC(C(=O)Nc3nccs3)CC2=O)cc1 (stereo unspecified),0.5,3,-1.0,-0.7,-1.2,-0.4,0.0,-3,-0.1,-2,0
CN(Cc1cn(Cc2ccccc2)nn1)S(=O)(=O)c1ccccc1Br,-1.7,3,-1.7,x,x,x,0.0,0,-0.4,7,-5
CCOc1ccc(Cl)cc1C1=CC(=O)C[C@H](c2ccc(OC)cc2)C1,-0.3,-29,-1.3,-1.8,-0.9,-3.4,-1.5,5,0.9,-13,-3
O=C(Nc1nc2ccccc2n1CCN1CCCCC1)C1CCCCC1,0.4,1,-1.2,-0.2,-0.1,0.1,-0.7,-1,-1.0,-2,0
O=C(OCCOc1ccccc1)c1n[nH]c2ccccc12,1.1,-12,-0.6,4.3,3.2,-0.5,1.8,7,15*,-22,4
Cc1ccc(S(=O)(=O)Nc2ccccc2N=Cc2c(F)c(F)c(F)c(F)c2F)cc1,-2.0,-4,-1.1,-2.1,2.9,0.9,-0.7,-5,1.2,8,6
COc1ccc(-c2cc(C)no2)cc1S(=O)(=O)N1CC(=O)Nc2ccccc21,0.4,-12,-0.4,1.6,0.6,1.2,0.7,-2,-1.4,0,-4
CCOC(=O)c1ccc(NC(=O)Cn2nnc3ccccc32)cc1,2.5,-1,-0.8,2.4,-1.3,-1.9,-1.4,3,4.1,-6,-8
O=S(=O)(Nc1ccccc1)c1cccc2nonc12,-0.2,-4,0.1,-1.1,-0.5,-2.5,-1.1,-1,-0.6,1,-6

# Bioassay records: PubChem, several laboratories
